UBC13 inh – UBC13 polyubiquitin chain formation inhibitors, primary screen, biochemical, TR-FRET, uHTS. Ubiquitin-conjugating enzyme E2 N (Homo sapiens), P61088. inhibition, % at 20 µM. 330,000 compounds, 0.47% hits. AID 485273, 2010; in the data active = inhibition above about 45%, passing the limit was not always enough
PfG6PD inh – PfG6PD enzyme inhibitors, primary screen, biochemical, fluorescence intensity, uHTS; glucose-6-phosphate dehydrogenase-6-phosphogluconolactonase (Plasmodium falciparum 3D7); PfGluPho enzyme, NADPH resazurin-diaphorase fluorescence; inhibition, % at 20 µM; 350,000 compounds, 0.78% hits; AID 504690, 2011;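 active = inhibition reaching at least a set limit at 20 µM in the primary screen, cut at about 59% in these data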;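 note: 0% = DMSO wells with substrate and 100% = DMSO wells lacking glucose-6-phosphate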
SENP1 FRET inh – human SENP1 catalytic domain inhibitors, primary screen, biochemical, FRET, uHTS; Sentrin-specific protease 1 (Homo sapiens), Q9P0U3; recombinant SENP1 catalytic domain, CyPet-SUMO1-YPet FRET cleavage; inhibition, % at 10 µM; 360,000 compounds, 0.21% hits; AID 624204, 2012;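 active = inhibition at least 30% at 10 µM, raw YFP signal under a set limit, fluorescence ratio 0.5 to 1.5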;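 note: 0% = enzyme with DMSO and 100% = no enzyme wells; some results filed as inactive read as strong as hits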
Target sequence (Q9P0U3 419-644 limits assumed): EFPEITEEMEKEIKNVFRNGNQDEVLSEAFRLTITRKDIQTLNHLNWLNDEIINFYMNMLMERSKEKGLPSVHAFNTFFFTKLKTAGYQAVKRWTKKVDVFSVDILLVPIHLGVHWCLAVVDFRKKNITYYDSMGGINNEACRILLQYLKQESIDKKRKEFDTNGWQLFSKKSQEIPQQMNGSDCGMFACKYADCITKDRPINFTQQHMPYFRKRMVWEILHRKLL
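Material – human SENP1 catalytic domain · Input – SENP1 enzyme, 20 pM final · Compound dosing – single concentration of 10 µM compound, 0.5% DMSO final · Timing – enzyme reaction for 50 min at room temperature, dark · Measured by – FRET fluorescence in CFP and YFP emission channels · Control set – no-enzyme wells low, DMSO-plus-enzyme wells high control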
SENP8 block-1 – SENP8 protease inhibitors, primary screen, biochemical, luminescence. AID 2540, 2010. purified SENP8, Z-RLRGG-aminoluciferin cleavage. 330,000 compounds, 1.2% hits. inhibition, % at 10 µM. Sentrin-specific protease 8 (Homo sapiens), Q96LD8; in the data active = inhibition above about 50%
beta cell repl – inducers of MIN6 beta-cell proliferation, primary screen, ATP luminescence, uHTS | MIN6 cells proliferation, ATPlite luminescence, 48 h; cells starved in 0.2% serum; 100% = growth in 10% serum | proliferation, % at 10 µM | 330,000 compounds, 0.29% hits | AID 2380, 2010;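 active = compounds whose signal lies at least 3.5 SD above the mean of all wells on their plate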;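 note: 0% = DMSO-treated cells in low-serum medium and 100% = 10% serum control; some compounds called inactive have numbers as strong as hits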
HKDC1 inhibitor – HKDC1 hexokinase inhibitors, primary screen, biochemical, fluorescence, uHTS | recombinant HKDC1, G6PDH/diaphorase resazurin coupled fluorescence | inhibition, % at 20 µM | 340,000 compounds, 0.16% hits | AID 493160, 2011;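 active = inhibition above about 35% when tested at 20 µM, limit read from the data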;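 note: plate controls were DMSO wells with enzyme for no effect and DMSO wells lacking enzyme for full effect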
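test system = in-house recombinant HK5 (HKDC1) enzyme | amount = HKDC1 at 5 µg/mL | control set = DMSO-enzyme wells negative, buffer-substituted wells positive | compound = one dose of 20 µM, 1% DMSO | schedule = reaction time 90 min, room temperature, protected from light | technique = resorufin fluorescence at 613 nm | reagent = glucose with 1 mM ATP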
SENP6 block – SENP6 protease inhibitors, primary screen, biochemical, luminescence, uHTS. 330,000 compounds, 1.8% hits. AID 2599, 2010. Sentrin-specific protease 6 (Homo sapiens), Q9GZR1. inhibition, % at 10 µM. Recombinant SENP6 catalytic domain, aminoluciferin luminescence;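 active = inhibition above about 50% at the single tested dose, limit read from the data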;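 note: plate controls were DMSO wells with enzyme for no effect and DMSO wells lacking enzyme for full effect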
Target sequence (Q9GZR1 628-1112 limits assumed): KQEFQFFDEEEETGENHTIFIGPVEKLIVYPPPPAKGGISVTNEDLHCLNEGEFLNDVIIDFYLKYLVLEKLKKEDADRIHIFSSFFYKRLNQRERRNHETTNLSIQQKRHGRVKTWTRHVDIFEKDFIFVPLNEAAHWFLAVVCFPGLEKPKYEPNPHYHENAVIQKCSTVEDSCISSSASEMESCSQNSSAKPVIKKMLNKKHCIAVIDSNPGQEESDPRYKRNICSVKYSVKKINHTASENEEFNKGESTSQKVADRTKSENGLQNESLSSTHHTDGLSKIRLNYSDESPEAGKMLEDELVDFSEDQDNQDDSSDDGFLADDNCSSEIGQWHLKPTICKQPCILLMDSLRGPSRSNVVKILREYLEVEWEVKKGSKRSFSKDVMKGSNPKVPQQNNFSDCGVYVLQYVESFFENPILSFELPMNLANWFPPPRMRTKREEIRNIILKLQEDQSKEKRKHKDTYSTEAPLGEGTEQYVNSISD
SENP7 inh – SENP7 protease inhibitors, primary screen, biochemical, luminescence, uHTS; inhibition, % at 5 µM; Sentrin-specific protease 7 (Homo sapiens), Q9BQF6; 330,000 compounds, 1.5% hits; AID 434973, 2010; recombinant SENP7, Z-RLRGG-aminoluciferin luminescence, 40 min;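 active = inhibition above about 50% at the single test dose, limit read from the data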;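 note: plate controls were DMSO with enzyme for no effect and no enzyme buffer wells for full effect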
Target sequence (Q9BQF6 706-1050 limits assumed): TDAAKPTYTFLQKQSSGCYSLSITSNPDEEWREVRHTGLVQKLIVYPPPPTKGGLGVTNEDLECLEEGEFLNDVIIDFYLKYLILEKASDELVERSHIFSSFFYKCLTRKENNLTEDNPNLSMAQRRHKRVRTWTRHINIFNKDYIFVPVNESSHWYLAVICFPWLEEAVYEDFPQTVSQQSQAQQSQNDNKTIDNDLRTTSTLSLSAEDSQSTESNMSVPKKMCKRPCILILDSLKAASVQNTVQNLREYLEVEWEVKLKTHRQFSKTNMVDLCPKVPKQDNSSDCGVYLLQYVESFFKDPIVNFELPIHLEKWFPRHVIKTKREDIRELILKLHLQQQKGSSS
SENP8 block-2 – human SENP8 protease inhibitors, primary screen, biochemical, fluorescence, Nedd8 protein substrate, uHTS; Sentrin-specific protease 8 (Homo sapiens), Q96LD8; recombinant SENP8; inhibition, % at 20 µM; 360,000 compounds, 0.64% hits; AID 602440, 2012; in the data active = inhibition mostly above about 40%, no sharp cut-off; inactive = mostly below about 27%
* hit, by the source's call; · = no result given.

SMILES	UBC13 inh	PfG6PD inh	SENP1 FRET inh	SENP8 block-1	beta cell repl	HKDC1 inhibitor	SENP6 block	SENP7 inh	SENP8 block-2
O=C(NN=Cc1ccccc1O)NN=Cc1ccccc1O	·	-28	-1	·	·	-5	·	·	-15
CN(C)CCN[C@H]1CCC2C3CC=C4C[C@@H](O)CC[C@]4(C)C3CC[C@@]21C (stereo partly drawn)	-2	-3	-1	-20	-7	-4	-13	0	6
O=C(NCCCCNC(=O)c1ccc(F)cc1)c1ccc(F)cc1	-1	9	2	2	-2	-3	-2	2	24
CCC(C)NC(=O)C1CCN(S(=O)(=O)CC)CC1 (stereo not drawn)	4	19	-2	3	0	-11	-19	0	9
COc1ccc(C(=O)NNC(=S)NC2CCCCC2)cc1OC	-2	-12	1	1	-3	-7	-12	6	8
CCCOC(=O)CN1C(=O)c2ccccc2C1=O	-1	-18	-2	-10	-2	3	1	-3	24
CCSc1nnc(CNc2ccc(F)cc2)n1CC1CCCO1 (stereo not drawn)	8	11	-1	-1	1	4	1	9	8
CCOC(=O)C1=C(CSc2nc3c(cc2C#N)CN(C)CC3)OC(N)=C(C#N)C1c1ccc(F)cc1 (stereo not drawn)	-10	26	-20	-5	-3	14	-14	15	-287
CCOc1ccc(CN2CCN(CCCc3ccccc3)C(CCO)C2)cc1 (stereo not drawn)	4	-3	-1	-1	-2	1	10	8	9
Cc1c(NC(=O)CSc2nnnn2-c2ccc(C(=O)O)cc2)c(=O)n(-c2ccccc2)n1C	5	-12	2	4	1	-1	-30	-3	9
CCOc1ccc(/C=N/NC(=O)c2nnn(-c3nonc3N)c2COc2ccc(F)cc2)cc1	-3	2	4	-6	1	1	-14	-1	-416
COc1ccc(C(CNC(=O)c2cccc(S(=O)(=O)N3CCOCC3)c2)N2CCOCC2)cc1 (stereo not drawn)	-11	-1	-3	-7	0	-4	-24	-4	-6
N#CC(C(=O)OC1CCCCC1)c1nc2ccccc2nc1N1CCCCC1 (stereo not drawn)	5	·	·	-6	-6	·	-6	-3	·
CCCCc1ccc(NC(=O)NCc2ccccn2)cc1	-3	-23	1	-4	1	0	-14	1	10
COc1ccc(C(=O)N/C(=C\c2ccccc2)C(=O)NC(CC(C)C)C(=O)O)cc1 (stereo not drawn)	2	-9	2	-2	-3	-12	-20	2	1
O=C(CSc1ncnc2c1oc1ccccc12)Nc1cccc(F)c1	-18	-12	1	-7	-1	-2	-26	-4	13
CC(C)[C@H](NC(=O)c1ccccc1F)C(=O)Nc1ccc2c(c1)OCO2	-2	11	-1	-11	-1	2	-17	-11	-4
CS(=O)(=O)Nc1ccc(C(=O)N2CC(=O)Nc3ccccc32)cc1	4	0	-4	10	1	-1	-24	-1	-3
CN1CC(C(=O)Nc2ccc(F)c(Cl)c2)CC1=O (stereo not drawn)	2	-5	0	1	1	-9	-2	4	7
CSCCC(NC(=O)COc1ccccc1)C(=O)N(C)Cc1ccc(SC)cc1 (stereo not drawn)	14	6	1	-1	0	-6	5	7	2
Cc1ccc2nc(SCC(=O)NCCc3ccccc3)nc(=O)n2c1	-6	4	0	-3	-1	-7	-11	9	-233
COc1ccc(-n2c(=S)[nH]c(=O)c3cccnc32)cc1	4	7	0	0	-1	-1	5	-4	10
COc1cc(C(=O)OCCNC(=O)c2ccccc2)cc(OC)c1OC	0	5	0	6	2	-2	15	-7	12
Cc1nc2c(Cl)cccc2c2c1CC(CBr)O2 (stereo not drawn)	-3	-15	2	-6	-1	0	-25	-5	11
Cn1cnc([N+](=O)[O-])c1Oc1ccc2ccccc2c1	-9	13	0	-7	-5	31	-7	-1	5

Exported with bars between the fields: part of the list above.
molecule | UBC13 inh | PfG6PD inh | SENP1 FRET inh | SENP8 block-1 | beta cell repl | HKDC1 inhibitor | SENP6 block | SENP7 inh | SENP8 block-2
O=C(NN=Cc1ccccc1O)NN=Cc1ccccc1O | · | -28 | -1 | · | · | -5 | · | · | -15
COc1ccc(-n2c(=S)[nH]c(=O)c3cccnc32)cc1 | 4 | 7 | 0 | 0 | -1 | -1 | 5 | -4 | 10
CN(C)CCN[C@H]1CCC2C3CC=C4C[C@@H](O)CC[C@]4(C)C3CC[C@@]21C (stereo partly drawn) | -2 | -3 | -1 | -20 | -7 | -4 | -13 | 0 | 6
COc1ccc(C(=O)N/C(=C\c2ccccc2)C(=O)NC(CC(C)C)C(=O)O)cc1 (stereo not drawn) | 2 | -9 | 2 | -2 | -3 | -12 | -20 | 2 | 1
CCSc1nnc(CNc2ccc(F)cc2)n1CC1CCCO1 (stereo not drawn) | 8 | 11 | -1 | -1 | 1 | 4 | 1 | 9 | 8
COc1cc(C(=O)OCCNC(=O)c2ccccc2)cc(OC)c1OC | 0 | 5 | 0 | 6 | 2 | -2 | 15 | -7 | 12

The main list resumes, repeating the 3 entries before the break.
SMILES	UBC13 inh	PfG6PD inh	SENP1 FRET inh	SENP8 block-1	beta cell repl	HKDC1 inhibitor	SENP6 block	SENP7 inh	SENP8 block-2
COc1cc(C(=O)OCCNC(=O)c2ccccc2)cc(OC)c1OC	0	5	0	6	2	-2	15	-7	12
Cc1nc2c(Cl)cccc2c2c1CC(CBr)O2 (stereo not drawn)	-3	-15	2	-6	-1	0	-25	-5	11
Cn1cnc([N+](=O)[O-])c1Oc1ccc2ccccc2c1	-9	13	0	-7	-5	31	-7	-1	5
CC(C)c1nnc(SCC(=O)NC2CCCCC2)n1C	2	12	0	1	2	0	4	2	13
COc1ccc(S(=O)(=O)NCc2ccncc2)cc1NC(=O)c1ccccc1	-2	-7	0	-2	-2	-6	-24	-7	3
CCCn1c(SCC(N)=O)nc2c(c1=O)C1(CCCC1)Cc1ccccc1-2	8	-5	-3	3	-3	1	2	2	-57
COC(=O)N/N=C(\C)c1cccs1	-4	1	1	-5	-3	-3	-17	1	14
C[C@@H]1C[C@@H]2O[C@H]2/C=C\C=C\C(=O)Cc2c(Cl)c(O)cc(O)c2C(=O)O1	-15	23	-2	-5	-6	6	1	-8	12
O=c1c(-c2ccccc2Cl)c[nH]n1-c1ccccc1	3	8	1	1	-2	-3	6	8	10
Cc1ccc(NC2=C(Cl)C(=O)OC2NC(=O)c2ccccc2)cc1 (stereo not drawn)	-12	11	2	-5	-2	1	16	6	32
CC(C)[C@H](NC(=O)[C@@H]1CSC2c3ccccc3C(=O)N21)C(=O)NCc1ccco1 (stereo partly drawn)	3	-4	-2	-5	-2	-4	-1	-5	4
CC[C@]12c3[nH]c4cc(-c5ccco5)ccc4c3CCN1C(=O)[C@@H](CC(=O)NCCC1=CCCCC1)C[C@@H]2C(=O)N1CCN(C(=O)c2ccco2)CC1	·	27	-43	·	·	26	·	12	-394
Oc1ccccc1-c1cc(-c2ccccc2Cl)[nH]n1	14	-6	3	95*	-5	5	94*	95*	6
CCn1c(COc2cccc3cccnc23)nnc1SC(F)F	1	-2	1	9	-2	-7	-21	4	-61
O=C(CCSc1ccc(Cl)cc1)NCc1ccncc1	-3	-26	2	13	0	-1	-1	-6	9
COc1ccc(C(=O)NCc2csc(C)n2)cc1OC1CCN(C(C)=O)CC1	-7	6	0	-1	4	21	5	1	0
c1coc(C2Nc3cccc4cccc(c34)N2)c1	-27	·	·	0	-5	·	-19	0	·
O=C(/C=C/c1cccs1)Nc1nc(-c2ccccc2)cs1	-1	9	2	4	-6	-3	-10	1	-40
O=C(NCCn1cc(SCc2ccc(F)cc2)c2ccccc21)c1c(F)cccc1F	13	86*	1	-2	-7	0	5	-2	19
COc1ccc2c(c1)CC1c3c(cc4c(c3-2)OCO4)CC[N+]1(C)[O-] (stereo not drawn)	-42	13	20	4	-7	5	24	14	-2
CCC(=O)Nc1nc(C)c(Oc2ccccc2)c(=O)[nH]1	10	1	1	-5	-2	-2	11	-2	24
Cc1ccc(/C=N/NC(=O)c2ccco2)s1	-26	-3	1	-21	-2	-7	-2	-5	-7
Cc1ccc(C(=O)N/C(=C/c2cccnc2)C(=O)N2CCCCCC2)cc1	0	0	0	7	1	0	10	-8	15
NS(=O)(=O)c1ccc(NC(=O)N2c3ccccc3Sc3ccccc32)cc1	46*	7	·	5	-1	-4	3	-1	·
COc1ccc(CN2CCCCC2C(=O)Nc2ccc(OC)c(OCC(C)C)c2)cc1OC (stereo not drawn)	-3	5	1	1	1	-1	-1	5	7
CC(=O)c1cccc(-n2nnnc2SCC(=O)N2CCCC2)c1	7	-7	0	-3	-2	-9	-9	0	13
O=C1CN(C(=O)c2ccc(F)c(S(=O)(=O)N3CCOCC3)c2)c2ccccc2N1	-6	-16	1	-10	-1	0	0	11	21
COc1cc(C(N)=O)cc(Br)c1OCc1ccccc1	-7	8	-3	-8	1	-2	2	2	9

Continued:
SMILES	UBC13 inh	PfG6PD inh	SENP1 FRET inh	SENP8 block-1	beta cell repl	HKDC1 inhibitor	SENP6 block	SENP7 inh	SENP8 block-2
c1ccc(Cn2ncc3c(Nc4ccccc4)ncnc32)cc1	5	4	0	3	-1	-1	-21	6	-40
Cn1c(C(=O)N[C@@H](Cc2ccccc2)C(=O)O)cc2cc(F)ccc21	-6	-21	-2	2	-3	3	-3	-2	-1
COc1ccc(/C=C/C(=O)N2CCN(S(=O)(=O)c3ccccc3)CC2)cc1OC	5	17	2	-5	0	-17	-15	2	-160
CCc1cc(=O)oc2cc(C)cc(OCC(=O)NCCN3CCOCC3)c12	7	-12	1	-12	1	1	-15	12	-423
O=C(OCc1cccc([N+](=O)[O-])c1)c1ccc2ccccc2n1	12	14	2	-13	-2	0	5	-4	13
CC1(C)CC(=O)c2c(O)cc(OCc3ccc([N+](=O)[O-])cc3)cc2O1	-7	2	-1	-19	-2	-8	-4	-12	13

A different layout for some results above:
compound,UBC13 inh,PfG6PD inh,SENP1 FRET inh,SENP8 block-1,beta cell repl,HKDC1 inhibitor,SENP6 block,SENP7 inh,SENP8 block-2
CC1(C)CC(=O)c2c(O)cc(OCc3ccc([N+](=O)[O-])cc3)cc2O1,-7,2,-1,-19,-2,-8,-4,-12,13
O=C(OCc1cccc([N+](=O)[O-])c1)c1ccc2ccccc2n1,12,14,2,-13,-2,0,5,-4,13
c1ccc(Cn2ncc3c(Nc4ccccc4)ncnc32)cc1,5,4,0,3,-1,-1,-21,6,-40

Bioassay records (PubChem BioAssay)
